Source: PubChem BioAssay
ssDAF-12 act = activates DAF-12 receptor from parasite S. stercoralis. 370,000 compounds, 1% hits. HEK293 ssDAF-12/GRIP1 lit1-tk-luc reporter, luminescence; % of 3 µM dafachronic acid response. AID 652126. activation, % at 6.8 µM;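 active = activation above the mean over all tested compounds plus 3 SD, cut at about 0.9% in these data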;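 also: 0% = DMSO-only wells and 100% = 3 µM delta7-dafachronic acid wells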
DAX1 inh-1 = NR0B1 (DAX1) inhibition; P51843; HEK293 Gal4-DAX1 luciferase reporter, luminescence; inhibition, % at 6.75 µM; 340,000 compounds, 0.99% hits; AID 504766;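 active = inhibition above the mean over all tested compounds plus 3 SD, cut at about 4.2% in these data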;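 also: 0% = DAX1-transfected cells with DMSO and 100% = empty-vector control cells with DMSO; inhibition shows as a rise in luminescence from relieved DAX1 repression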
Target sequence (P51843 207-470 limits assumed): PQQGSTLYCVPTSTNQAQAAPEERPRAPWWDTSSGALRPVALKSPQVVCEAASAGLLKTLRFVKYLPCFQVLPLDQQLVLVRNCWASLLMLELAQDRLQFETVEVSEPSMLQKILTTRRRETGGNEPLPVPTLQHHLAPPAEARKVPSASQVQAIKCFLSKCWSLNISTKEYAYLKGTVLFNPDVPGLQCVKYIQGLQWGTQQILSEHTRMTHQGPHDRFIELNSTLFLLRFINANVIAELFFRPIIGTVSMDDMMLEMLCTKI
hcDAF-12 act = activates DAF-12 receptor from parasite H. contortus; activation, % at 6.8 µM; HEK293 hcDAF-12 lit1-tk-luc reporter, luminescence; 0% DMSO, 100% Δ7-dafachronic acid; AID 652067; 370,000 compounds, 1.4% hits;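 active = activation above the mean of all tested compounds plus 3 SD, cut at about 5.5% in these data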;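 also: 100% = response to 3 µM Δ7-dafachronic acid high control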
DAX1 inh-2 = blocks DAX1 repression of SF-1 activated StAR promoter | 370,000 compounds, 1.1% hits | inhibition, % at 6.8 µM | AID 652010 | HEK293T StAR-luciferase reporter, SF-1/DAX-1 repression relief;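 active = inhibition above the mean over all tested compounds plus 3 SD, cut at about 3.6% in these data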;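 also: 0% = DAX-1 cells with DMSO and 100% = cells lacking DAX-1 with DMSO; higher inhibition means more luminescence from relief of DAX-1 repression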
hgDAF12 agonist = activates the H. glycines DAF-12 receptor ligand-binding domain; HEK293 GAL4-hgDAF12 UAS-luciferase reporter, agonist luminescence; normalized to butyrate control; activation, % at 6.8 µM; 370,000 compounds, 1.8% hits; AID 687014;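 active = activation above a cutoff set at the mean of all screened compounds plus 3 SD, cut at about 10% in these data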;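 also: 0% = DMSO wells and 100% = sodium butyrate wells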
PLC-gamma1 inh = blocks human PLC-gamma1 enzyme activity | P19174 | purified PLC-gamma1, fluorogenic substrate, fluorescence | inhibition, % at 12.2 µM | 370,000 compounds, 0.84% hits | AID 720700; in the data active = inhibition above about 9.5%
GAA850 FXN act = frataxin GAA850 promoter activation | HEK293 lucGAA850 FXN promoter luciferase reporter, 24 h; percent of 10 µM SAHA response | activation, % at 6 µM | 360,000 compounds, 0.56% hits | AID 540364;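 active = activation above the average of all compounds screened plus 3 SD, cutoff fixed separately per campaign, cut at about 7.5% in these data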;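 also: 0% = DMSO wells and 100% = 10 µM SAHA wells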
ADAM17 inh = inhibits human ADAM17; recombinant ADAM17, EDANS/DABCYL FRET peptide cleavage; 370,000 compounds, 0.83% hits; P78536; AID 720648; inhibition, % at 6.95 µM;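 active = inhibition above the mean of compounds lying between control limits plus 3 SD, set per campaign, cut at about 8.5% in these data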;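 also: 0% = DMSO-only wells as the low control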
ADAM10 inh = inhibits human ADAM10 | recombinant ADAM10, EDANS/DABCYL FRET peptide cleavage, 3 h | inhibition, % at 7 µM | 370,000 compounds, 0.62% hits | AID 720582;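 active = inhibition above a per-campaign cutoff equal to the mean of compounds falling between control-based bounds plus 3 SD, cut at about 20% in these data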;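 also: 0% = DMSO wells while the 100% control is not disclosed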
HGIII-sPLA2 inh = Inhibits HGIII-sPLA2 liposome hydrolysis, primary screen. 370,000 compounds, 0.56% hits. inhibition, % at 12.2 µM. Q9NZ20. QFRET BODIPY PC-A2 liposome hydrolysis, fluorescence;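 active = inhibition above mean plus 3 SD of compounds lying within the high and low control bounds, cut at about 19% in these data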;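 also: 0% = median of test compound wells and 100% = no enzyme DMSO wells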
Target sequence (Q9NZ20 whole entry, looked up): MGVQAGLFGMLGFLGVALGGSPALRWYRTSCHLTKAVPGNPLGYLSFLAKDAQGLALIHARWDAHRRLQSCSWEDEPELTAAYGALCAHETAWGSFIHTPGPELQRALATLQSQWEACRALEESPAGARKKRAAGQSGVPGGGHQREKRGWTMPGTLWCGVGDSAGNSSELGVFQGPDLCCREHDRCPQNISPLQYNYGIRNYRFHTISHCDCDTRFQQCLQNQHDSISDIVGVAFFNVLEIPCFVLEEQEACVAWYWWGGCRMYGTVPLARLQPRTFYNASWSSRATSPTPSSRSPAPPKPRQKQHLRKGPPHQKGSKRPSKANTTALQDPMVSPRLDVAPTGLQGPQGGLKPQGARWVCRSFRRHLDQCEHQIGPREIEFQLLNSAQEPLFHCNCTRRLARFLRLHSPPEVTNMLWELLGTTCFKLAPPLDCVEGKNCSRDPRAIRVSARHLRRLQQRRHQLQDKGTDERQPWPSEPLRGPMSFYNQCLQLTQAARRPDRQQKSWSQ
PLCb3 inh = PLC-beta3 (human) inhibition, primary screen; Purified PLC-beta3, fluorogenic substrate, fluorescence; inhibition, % at 12.2 µM; 370,000 compounds, 0.18% hits; AID 720704; in the data active = inhibition above about 11%;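 also: 0% = median of compound wells on plate and 100% = full blocker control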
Starred values were filed as active, the others as inactive; . = not tested or not shown.

structure	ssDAF-12 act	DAX1 inh-1	hcDAF-12 act	DAX1 inh-2	hgDAF12 agonist	PLC-gamma1 inh	GAA850 FXN act	ADAM17 inh	ADAM10 inh	HGIII-sPLA2 inh	PLCb3 inh
CCS(=O)(=O)c1ccc2c(c1)N(S(=O)(=O)c1ccc(Cl)cc1)CC(C(=O)O)O2 (stereo unspecified)	-0.7	0.1	0.8	0.4	1.8	2.2	1.6	-3.9	-2.6	1.7	1.0
CCCN1C(=O)C(=O)c2cc(C)ccc21	-0.5	2.9	1.1	-0.7	0.5	-3.5	-1.8	-5.7	-30.3	5.9	-6.3
NC(=O)Cc1ccc(Nc2nnc(-c3ccccc3)c3ccccc23)cc1	-1.7	-0.9	-1.6	0.4	1.9	-38.7	1.1	0.7	1.5	3.7	-42.5
S=C1NCCN1CC1CCN(CCCC2CCCC2)CC1	-0.9	-0.3	1.0	-0.5	3.0	-1.0	-1.0	-2.9	-5.0	4.9	0.3
O=C(O)c1cc(-n2nnnc2SCc2ccccc2F)ccc1Cl	0.0	-1.1	-1.5	1.8	-0.8	-2.2	4.7	-5.3	-12.1	6.0	-2.5
CCN(CC(=O)NC1CCS(=O)(=O)C1)c1nc(-c2cccnc2)nc2ccccc12 (stereo unspecified)	-0.9	-0.1	-0.7	0.0	3.7	-13.6	-1.5	-0.6	-1.8	-1.8	-16.0
C1=C2C[N+]3(CCCC3)CC2Cc2ccc3ccccc3c21 (stereo unspecified)	-0.8	-1.1	-0.1	-0.3	-0.5	5.4	-0.3	-0.4	-4.8	2.5	0.4
O=C(O/N=C1\CCS(=O)(=O)c2sccc21)c1c(F)cccc1F	-1.5	-1.6	1.8	0.9	3.9	4.2	1.9	-5.2	-4.0	1.6	-0.8
O=C(Cn1c(=O)sc2ccccc21)Nc1ccc2c(c1)OCCO2	-1.0	0.2	-1.1	-1.1	2.6	3.8	1.2	-2.7	-4.0	-1.1	1.6
CC(C)(Oc1ccc(Cl)cc1)C(=O)NCC(c1ccco1)N1CCCCC1 (stereo unspecified)	-0.3	0.3	-2.1	-2.4	-0.1	-2.6	-2.3	1.1	-0.8	-4.9	-5.5
CC(C)NC(=O)c1ccccc1NC(=O)Cc1ccc(Cl)cc1	-1.4	0.2	-1.8	-0.1	-1.5	-0.6	-0.9	-5.0	-9.2	3.6	3.0
N#Cc1c(N)nc2c(c1-c1ccc3c(c1)OCO3)CCCCCC2	-1.6	0.0	-2.8	-0.3	-2.8	-12.8	3.2	-5.2	-8.2	4.7	-16.6
O=C(c1csc2ccccc12)n1cccn1	-0.4	1.5	0.1	0.4	0.7	-2.4	1.8	-1.4	-6.3	0.3	1.1
C[C@@H](CN=[N+]=[N-])CN1CC[C@H](O)CCC1=O	-1.0	0.9	1.5	-0.7	1.8	0.3	0.9	-4.8	-7.7	8.9	2.9
N#Cc1ccccc1NC(=O)CSc1nnc(-c2ccccc2O)n1-c1ccccc1	-1.5	-2.0	0.2	-1.7	-4.0	-1.2	-2.6	-0.4	-0.4	-3.0	0.2

Compound profiles, from the list above. Values in the order: ssDAF-12 act | DAX1 inh-1 | hcDAF-12 act | DAX1 inh-2 | hgDAF12 agonist | PLC-gamma1 inh | GAA850 FXN act | ADAM17 inh | ADAM10 inh | HGIII-sPLA2 inh | PLCb3 inh
Entry for `C1=C2C[N+]3(CCCC3)CC2Cc2ccc3ccccc3c21` (stereo unspecified) → -0.8 | -1.1 | -0.1 | -0.3 | -0.5 | 5.4 | -0.3 | -0.4 | -4.8 | 2.5 | 0.4
Entry for `N#Cc1c(N)nc2c(c1-c1ccc3c(c1)OCO3)CCCCCC2` → -1.6 | 0.0 | -2.8 | -0.3 | -2.8 | -12.8 | 3.2 | -5.2 | -8.2 | 4.7 | -16.6

Remaining list, next part
structure	ssDAF-12 act	DAX1 inh-1	hcDAF-12 act	DAX1 inh-2	hgDAF12 agonist	PLC-gamma1 inh	GAA850 FXN act	ADAM17 inh	ADAM10 inh	HGIII-sPLA2 inh	PLCb3 inh
CCn1nc(C)c(C2C(C#N)=C(N)OC3=C2C(=O)CCC3)c1C (stereo unspecified)	-1.4	1.0	-1.2	0.1	5.2	-7.6	0.7	-5.1	-3.7	1.7	-5.9
CC1CN(CCCCOc2cccc(Oc3ccccc3)c2)CC(C)O1 (stereo unspecified)	-1.9	-0.5	-1.9	-0.3	-1.7	1.4	1.5	-1.8	4.0	-5.5	-7.2
COC(=O)C1=CO[C@@H](O)C2C(CO)=CCC12 (stereo partly specified)	-1.7	1.5	-1.0	0.5	0.9	-1.4	1.5	-3.1	-3.7	1.9	1.7
CCNc1ccc(C(=O)OCC(=O)NCc2ccccc2Cl)cc1[N+](=O)[O-]	-0.2	2.1	-0.8	0.2	-0.4	1.7	0.9	-2.8	-6.4	-2.2	3.6
O=C(NCc1cccc(Cl)c1)c1cccc2c(-c3cccnc3)coc12	-2.0	.	-4.1	-3.4	-5.0	0.6	0.8	0.7	1.0	-12.9	-1.6
Cn1cnc(C(=O)N2CCc3ccccc3C2)c1C(=O)N1CCc2ccccc2C1	-1.0	0.9	0.7	-0.6	-1.1	0.4	0.8	-4.9	-2.2	8.6	-1.6
COC(=O)CNC(=O)COC(=O)c1cc(SC)ccc1Cl	-0.9	0.6	0.2	-0.6	0.2	-6.3	-0.2	-15.8	-44.4	-1.7	-7.7
Cc1nc2ccccc2nc(C)c1=NOCC(=O)N(c1ccccc1)C(C)C	-0.3	3.2	0.8	1.1	5.3	-3.0	3.9	-5.8	-11.7	1.7	0.0
O=C1NCCCC1C(=O)N/N=C/c1cccc(O)c1 (stereo unspecified)	-1.0	0.1	2.2	0.2	-0.5	-0.1	1.7	-1.6	-1.3	3.2	-1.6
Cn1c(=O)c2c(ncn2Cc2ccc(Cl)cc2)n(C)c1=O	-1.9	-1.2	-2.2	-0.8	-2.1	1.8	-0.5	0.9	12.0	9.2	10.5
Cn1nc(-c2ccc(Cl)cc2)c2cc(C(=O)NCc3ccco3)sc21	-0.5	1.0	2.4	0.2	1.6	-89.7	-1.7	-60.5	-240.7	-12.5	-126.5
CC(C)(C)NC(=O)N1c2ccccc2Sc2ccccc21	-0.8	-0.7	-2.2	0.0	-0.4	-2.1	0.8	2.3	8.6	3.7	-6.1
COc1ccc(-c2ccc(NS(=O)(=O)c3cc([N+](=O)[O-])ccc3C)cc2)nn1	-1.1	0.2	-2.0	-0.6	-2.0	3.8	0.1	1.6	10.2	-20.8	-4.3
Cc1cc(F)c(F)c(C(=O)NC2CC2)c1Cl	-1.1	0.7	-1.6	0.3	1.5	2.0	-1.4	-0.7	2.3	0.5	7.7
COc1ccc(NC(=O)CN(C)C(=O)c2oc3ccccc3c2C)cc1	0.2	2.4	1.8	-0.7	4.4	1.0	0.5	-0.6	2.0	-3.5	3.2

Next records:
structure	ssDAF-12 act	DAX1 inh-1	hcDAF-12 act	DAX1 inh-2	hgDAF12 agonist	PLC-gamma1 inh	GAA850 FXN act	ADAM17 inh	ADAM10 inh	HGIII-sPLA2 inh	PLCb3 inh
Cc1cccc(N2CCN(C(=O)c3ccc(NS(=O)(=O)c4ccc5[nH]c(=O)[nH]c5c4)cc3)CC2)c1C	-0.6	-0.1	-1.7	-1.1	-1.7	2.3	1.9	1.9	11.6	-22.4	-8.0
C/C(Cl)=C\Cn1c(Nc2ccc(C)cc2)nc2c1c(=O)n(C)c(=O)n2C	-1.2	-0.9	-2.2	-0.3	-2.9	-1.0	1.6	-3.3	-0.6	-1.5	-1.0
COc1ccc(CN(C)S(=O)(=O)c2nnc(NC(=O)c3ccccc3)s2)cc1OC	-1.4	0.1	-2.6	-1.1	1.8	-4.9	1.1	-3.5	-1.3	5.2	-14.5
Cc1ccn2cc(C(=O)NCc3ccco3)nc2c1	-1.3	2.0	-0.6	1.8	2.3	-2.3	3.7	-8.0	-15.1	2.0	-8.7
Cc1cccc(NC(=O)c2cccc(N3C(=O)C4CCC(C)CC4C3=O)c2)c1C (stereo unspecified)	-0.9	0.2	-0.5	2.5	1.3	-0.7	2.4	-4.1	-6.7	0.3	-8.6
CSc1nnc2c(n1)OC(c1cccn1C)N(C(C)=O)c1ccccc1-2 (stereo unspecified)	-0.8	-0.8	-0.8	0.5	-0.4	5.5	1.4	-6.8	-2.1	6.7	1.1
COc1cccc(C(=O)NCCS(=O)(=O)NCCCc2ccccc2)c1	-1.2	0.3	-1.1	-0.5	-0.7	-1.1	0.2	-6.4	0.2	-5.9	-9.5
COc1ccc(C(=O)NCCSCc2cccc(Cl)c2)cc1OC	-1.8	0.5	-1.4	-0.4	1.0	-0.8	1.9	0.1	-5.4	1.0	-7.9
Cc1cc(NC(=O)COC(=O)/C=C/c2ccc(C)o2)no1	-1.1	0.3	-0.1	0.6	-2.0	1.3	1.4	-5.6	-13.4	9.1	-6.8
Cc1ccc(OS(=O)Nc2cccc3nccnc23)cc1 (stereo unspecified)	-1.6	0.2	-1.5	-0.5	-0.7	0.0	2.2	1.6	5.6	10.4	-1.6
COc1ccc(-c2nnc(SCC(=O)O)n2Cc2ccccc2)cc1	-0.9	0.7	-2.1	0.4	2.2	4.1	1.3	-0.1	6.5	1.6	-3.1
Cc1csc2nc(CNC(=O)C3CCCCC3)cn12	0.0	1.6	1.7	0.6	3.7	1.5	2.7	-0.2	-4.9	11.6	-2.8
Cc1ccc(NC(=S)NC(=O)c2c(-c3ccccc3Cl)noc2C)cc1	-1.6	0.1	-1.9	-0.2	-2.4	3.5	-3.1	10.0*	11.2	3.9	-0.1
Cc1ccc2ccccc2c1C(O)c1ncc(-c2ccc(F)cc2)[nH]1 (stereo unspecified)	-0.3	.	0.6	-0.5	-0.2	-3.0	-0.5	-0.7	10.0	-13.9	-0.9
COC(=O)c1nn(-c2ccc(Cl)cc2)c(=O)cc1Sc1ccccn1	-0.9	-1.1	-0.8	0.4	1.2	-2.4	1.2	-2.5	-1.8	3.7	0.1
O=C(O)c1c[nH]c2ccc([N+](=O)[O-])cc2c1=O	-1.2	-1.0	0.4	0.3	2.4	-4.2	1.7	-1.6	0.2	3.5	-0.1
